Screening results as filed in PubChem BioAssay.
GSTO1 counter: GSTO1 inhibition, counter-screen for RBBP9 inhibitors; P78417; recombinant GSTO1, activity-based probe fluorescence polarization; inhibition, % at 5.96 µM; 300,000 compounds, 1.1% hits; AID 1974;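 active = inhibition above the campaign mean inhibition plus 3 SD, cut at about 35% in these data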;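 note: 0% = GSTO1-1 with DMSO and 100% = wells lacking GSTO1-1 enzyme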
PAD4 FP inh: PAD4 (human) enzyme inhibition | Q9UM07 | AID 485272 | recombinant PAD4, RCA probe fluorescence polarization | inhibition, % at 6.36 µM | 330,000 compounds, 0.41% hits;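 active = percent inhibition above a cutoff equal to the mean of all tested compounds plus 3 SD, cut at about 15% in these data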;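 note: 0% = PAD4 with RCA probe and DMSO and 100% = probe without PAD4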
Target sequence (Q9UM07 whole entry, looked up): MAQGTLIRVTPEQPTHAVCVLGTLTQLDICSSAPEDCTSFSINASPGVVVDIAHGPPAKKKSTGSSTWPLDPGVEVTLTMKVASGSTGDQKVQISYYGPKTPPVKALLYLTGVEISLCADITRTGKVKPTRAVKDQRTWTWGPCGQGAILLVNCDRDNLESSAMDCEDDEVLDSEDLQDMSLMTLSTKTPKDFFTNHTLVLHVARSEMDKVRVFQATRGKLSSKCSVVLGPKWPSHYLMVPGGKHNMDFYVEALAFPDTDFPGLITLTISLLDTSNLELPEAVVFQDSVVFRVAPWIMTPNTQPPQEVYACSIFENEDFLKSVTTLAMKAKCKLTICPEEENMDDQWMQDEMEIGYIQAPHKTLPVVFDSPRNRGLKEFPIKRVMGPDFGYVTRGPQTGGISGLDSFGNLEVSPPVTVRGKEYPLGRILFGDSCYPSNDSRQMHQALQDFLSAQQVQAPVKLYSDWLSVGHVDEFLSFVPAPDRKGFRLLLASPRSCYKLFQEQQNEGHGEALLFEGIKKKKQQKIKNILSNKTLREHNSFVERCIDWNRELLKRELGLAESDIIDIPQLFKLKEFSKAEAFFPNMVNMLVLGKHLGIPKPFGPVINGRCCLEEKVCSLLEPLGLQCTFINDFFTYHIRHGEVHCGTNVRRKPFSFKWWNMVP
TPT1 inhibitor: blocks Candida albicans tRNA 2'-phosphotransferase; recombinant caTPT1, FP RNA substrate dephosphorylation; inhibition, % at 5 µM; 300,000 compounds, 0.81% hits; AID 1962;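 active = inhibition above the mean of all tested compounds plus 3 SD, set per screening campaign, cut at about 24% in these data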;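 note: plate controls were DMSO alone for no effect and ferristatin control at 100 nM for full effect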
Bcl-xL primary: blocks human Bcl-xL binding to Bim BH3 peptide | AID 2129 | 320,000 compounds, 0.7% hits | inhibition, % at 10.9 µM | GST-Bcl-xL / FITC-Bim BH3 peptide fluorescence polarization;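 active = inhibition above the mean of all tested compounds plus 3 SD, cutoff set per campaign, cut at about 30% in these data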;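 note: 0% = DMSO wells and 100% = unlabeled Bim-BH3 peptide competitor; inhibitors lower millipolarization by displacing the labeled peptide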
Target sequence (Q07817 whole entry, looked up): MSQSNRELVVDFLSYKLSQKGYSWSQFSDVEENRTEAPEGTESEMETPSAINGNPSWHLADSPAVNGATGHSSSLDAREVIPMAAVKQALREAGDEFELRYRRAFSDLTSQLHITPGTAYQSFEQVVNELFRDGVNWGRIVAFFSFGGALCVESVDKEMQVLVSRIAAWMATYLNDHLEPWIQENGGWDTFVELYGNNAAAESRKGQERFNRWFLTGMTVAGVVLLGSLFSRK
MCL1 BIM primary: disrupts human MCL1 binding to BIM-BH3 peptide; Q07820; GST-MCL1 / FITC-Bim-BH3 fluorescence polarization; inhibition, % at 10.9 µM; 320,000 compounds, 0.68% hits;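 active = inhibition above the mean inhibition of all tested compounds plus 3 SD, set per campaign, cut at about 40% in these data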;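 note: 0% = DMSO wells and 100% = unlabeled Bim-BH3 peptide control; higher means more loss of mP so more displacement of Bim peptide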
GLD-1 TGE inh: GLD-1-TGE RNA interaction inhibition (C. elegans); Q17339; purified GLD-1 + fluorescein TGE RNA, fluorescence polarization; inhibition, % at 5.96 µM; 320,000 compounds, 0.44% hits;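 active = percent inhibition above a per-plate cutoff, the plate mean of test compounds plus 3 SD, cut at about 30% in these data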;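 note: 0% = DMSO wells with GLD-1 and probe and 100% = wells lacking GLD-1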
PME-1 inh: blocks human protein phosphatase methylesterase 1; Q9Y570; recombinant PME-1, FP-Rh probe fluorescence polarization; inhibition, % at 5.9 µM; 320,000 compounds, 0.53% hits;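 active = inhibition above the campaign mean of all compounds plus 3 SD, cut at about 26% in these data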;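 note: competitive labeling of PME-1 active site by serine hydrolase directed probe; 0% = PME-1 with DMSO and 100% = wells lacking PME-1 enzyme; inhibitors block probe labeling so polarization falls and inhibition rises; many of its hits are not listed in these tables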
Fam108B inh: counter-screen for RBBP9 inhibitors: inhibitors of mouse Fam108B. recombinant Fam108B, FP-Rh probe fluorescence polarization. inhibition, % at 9.51 µM. 300,000 compounds, 0.33% hits. AID 1947;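 active = inhibition above the screen mean inhibition plus 3 SD, computed separately per campaign, cut at about 18% in these data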;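 note: inhibitors lower polarization as less probe binds the enzyme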
MEX-5 binding: C. elegans MEX-5 TCR-2 RNA binding activity; AID 1832; Q9XUB2; 300,000 compounds, 0.38% hits; MEX-5/FITC-TCR2 RNA binding, fluorescence polarization; hits give low values; activity score (negative = inhibition of binding), % at 10 µM;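 active = inhibition past about -25% in most replicates, and total fluorescence under double the plate's negative control median, limit read from the data; inconclusive = replicates evenly split on the limit, or fluorescence at least double controls; inactive = too little inhibition in most replicates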;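 note: 0% = DMSO and -100% = 5 µM competing unlabeled TCR2 RNA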
Starred values were filed as active, the others as inactive; u = inconclusive; x = not tested or not shown. The list is partial, so the mix of outcomes need not match the whole.

SMILES	GSTO1 counter	PAD4 FP inh	TPT1 inhibitor	Bcl-xL primary	MCL1 BIM primary	GLD-1 TGE inh	PME-1 inh	Fam108B inh	MEX-5 binding
CN(CCOc1ccccc1)CC(=O)Nc1ccc(Br)cc1F	4	-9	2	-3	-5	2	-5	-4	-2.0
Cc1ccc(NC(=O)CSC2=NN3CCCC(=O)N=C3S2)cc1Cl	-4	-4	0	2	-1	1	-6	-5	0.6
C/C(=N/NC(=O)CNC(=O)c1cccs1)c1ccc(Cl)cc1	5	0	3	0	3	2	2	1	3.1
CCOc1ccc(N2CC(NC(=O)c3ccc4ccccc4c3)CC2=O)cc1 (stereo not drawn)	3	1	-1	7	5	1	1	3	-3.2
O=C(CN(Cc1ccc(Br)cc1)S(=O)(=O)c1ccccc1)NCC1CCCO1 (stereo not drawn)	-4	-6	2	4	-5	1	5	4	-0.6
Nc1ccccc1C(=O)N1CCCC1	-7	-4	4	1	-4	8	-1	3	-5.3
COc1ccc(C(=O)C(C)[n+]2ccc(C)c3ccccc32)cc1[N+](=O)[O-] (stereo not drawn)	5	-7	21	34*	39	-44	3	0	2.3
CC(=O)Nc1ccc(S(=O)(=O)N2CCN(CC(O)COc3ccc4ccccc4c3)CC2)cc1 (stereo not drawn)	-7	-2	1	2	5	5	-1	-4	-2.1
COc1cccc(-c2nnn(CC(=O)N3CCCCC3)n2)c1	1	-2	-1	-3	0	9	-3	-5	0.1
Cc1ccc(/C=N/NC(=O)c2ccncc2)cc1	-1	-9	1	-1	6	-1	0	-6	-2.0
O=C(N/N=C/c1ccc(Br)s1)c1ccccc1[N+](=O)[O-]	-5	1	-5	1	9	4	6	0	-1.2
CS(=O)(=O)N(Cc1ccccc1)c1ccccn1	8	3	1	1	-8	1	-2	0	0.4
CC(C)(C)OC(=O)N[C@@H](/C=C/c1ccccc1)C(=O)OC(C)(C)C	x	-12	x	2	3	3	-10	x	x
Cc1ccc2nc(/N=C(\N)NC(=O)N3c4ccccc4Sc4ccccc43)nc(C)c2c1	1	-1	-3	3	7	-2	-4	-3	3.6
O=C(NCc1cccnc1)/C(=N\O)c1ccccc1	-3	2	-3	2	4	-2	-8	2	-0.6
COC(=O)c1ccc(NC(=O)COc2ccc3c(c2)OCO3)cc1	5	-4	-2	6	0	8	-12	-1	0.4
C=CCn1c(SCC(=O)N(C)C2CCS(=O)(=O)C2)nnc1-c1ccccc1 (stereo not drawn)	-4	4	1	-16	-11	4	0	2	1.2
O=C(NC12CC3CC(CC(C3)C1)C2)N1CCN(c2ccccc2)CC1	2	0	-3	6	10	3	1	4	2.6
CC1CCCN(C(=O)c2ccc3c(=O)n(C4CCCC4)c(=S)[nH]c3c2)C1 (stereo not drawn)	8	-1	1	1	2	2	-2	0	1.4
O=C(Nc1ccc(F)cc1)N1CCN(c2nc3ccccc3s2)CC1	5	-1	-2	-4	0	11	1	1	2.2
COc1cccc(CN2CCNC(=O)C2CC(=O)NCc2cn3cccc(C)c3n2)c1OC (stereo not drawn)	4	-5	1	1	2	8	-8	-4	-0.4
CC(C)CC(=O)N1CCN(c2ccc(NC(=O)c3ccco3)cc2)CC1	-3	-6	-3	5	10	-2	5	4	-4.5
O=C(Nc1ccc(NS(=O)(=O)c2ccc([N+](=O)[O-])cc2)cc1)c1ccco1	-3	2	1	2	-5	3	5	0	-2.2
Cc1cc(C(=O)N(C)Cc2c(F)cccc2Cl)c2ccccc2n1	7	1	-1	3	6	-5	5	-2	-1.5
O=C(NCC(=O)N(CCN1CCOCC1)C(C(=O)NC1CCCC1)c1ccccc1)c1cccs1 (stereo not drawn)	-2	0	2	2	6	3	4	-2	-0.5
CCOC(=O)CN1C(=O)C(C)(C)Oc2ccc(C(=O)NC(C)(C)CC)cc21	8	1	-4	3	1	-1	5	3	4.2
CCOc1ccc(Nc2ncnc3ccc([N+](=O)[O-])cc23)cc1	2	3	-3	3	-2	-3	18	8	-0.4
CC1=C(OC(=O)c2ccccc2)C(C)(C)C(c2ccc(Br)cc2)OC1=O (stereo not drawn)	-5	1	-2	8	13	2	-2	8	0.6
Cc1cccnc1Oc1ncccc1N	-1	-1	3	1	-3	0	-1	-4	-0.2
CC(C)OC(=O)CSc1nnc(-c2cnccn2)n1-c1ccc(Cl)cc1	2	1	2	-6	-9	-9	0	3	0.2
O=C(c1c[nH]c(C(=O)C(Cl)(Cl)Cl)c1)c1ccccc1Cl	13	1	-1	4	7	-1	-5	1	0.7
O=C(O)C(Oc1ccc2c(c1)oc(=O)c1ccccc12)c1ccccc1 (stereo not drawn)	-12	1	-2	1	5	7	2	-2	-0.9
COc1ccccc1C1=NOC(COC(=O)c2ccc([N+](=O)[O-])cc2)C1 (stereo not drawn)	2	0	-3	4	5	1	-4	4	2.9
Cc1ccnc(N2CCC(C(=O)Nc3nnc(C)s3)CC2)n1	-5	2	2	5	3	13	1	2	1.9
O=C(Cn1nc(Cc2cccnc2)c2ccccc2c1=O)NCc1ccc(F)cc1	5	6	-4	2	0	6	-3	-3	-1.0
O=C(Nc1ccc(F)cc1)Nc1ccccc1C(=O)NCCN1CCNC1=O	3	-2	1	0	-10	2	-5	1	1.3
COc1ccc(C(=O)N(NC(=O)Oc2ccccc2)C(C)(C)C)cc1	5	0	0	4	3	4	0	0	1.2
O=C(COc1ccccc1Cl)Nc1ccccc1C(=O)N1CCCCC1	3	-1	4	0	2	-3	2	1	-1.3
C=CCn1c(=N)c(S(=O)(=O)c2ccc(C)c(C)c2)cc2c(=O)n3ccccc3nc21	2	1	0	0	-9	-6	0	-1	u
COc1ccc(OCc2ccc(-c3nc4ccccc4c(=O)n3N)o2)cc1	9	1	0	3	5	3	7	-3	-0.6
COc1ccc(-c2cc(C(F)(F)F)nc(SCCC(=O)N3CCOCC3)n2)cc1	3	-4	-3	-2	11	8	-3	-4	0.1
CCCS(=O)(=O)N1CCCC(C(=O)NCCCN(C)Cc2ccccc2)C1 (stereo not drawn)	-6	1	1	6	1	7	-6	-3	-2.0
O=C(O)c1ccc2c(c1)CCC2	10	-3	0	2	-2	4	-2	0	-0.2
O=C(CCc1nc2ccccc2[nH]c1=O)OCC(=O)N1CCc2ccccc21	0	-6	2	3	-10	2	-2	-1	-0.4
Cc1ccn2cc(C(=O)N3CCCC(Nc4ccc(F)cc4)C3)nc2c1 (stereo not drawn)	0	0	-3	6	4	3	4	-1	2.1
Cc1ccc(NC(=O)CSC(C)C(=O)OCC(=O)N2CCN(C(=O)c3ccco3)CC2)cc1 (stereo not drawn)	11	1	0	-8	-4	7	3	-4	1.3
O=C(Nc1nnc(-c2cccnc2)o1)c1ccccc1Cl	-7	0	0	-1	-1	8	-7	3	-2.1
CC1(C)CC2CC(C)(CN2C(=O)c2ccccc2)C1 (stereo not drawn)	6	-4	2	2	-4	7	-3	3	-0.6
O=C(O)CCC(NC(=O)OCc1ccccc1)C(=O)O (stereo not drawn)	-2	-3	0	3	4	3	0	0	-3.2
Cc1cccc(C(=O)O/N=C(\N)Cc2cccc3ccccc23)c1	-3	34*	1	5	7	-1	0	0	-0.9
Cc1cc(OCC(=O)Nc2ccncc2)ccc1Br	-11	-6	1	2	2	-6	-59	1	0.6
Fc1ccc(N2CCN(C(c3cccs3)c3nnnn3C3CCCC3)CC2)cc1 (stereo not drawn)	-5	-3	0	5	-2	-2	1	-1	-0.5
Cc1nc(SCC(=O)Nc2ccc(C)c(F)c2)c2oc3ccccc3c2n1	10	1	-3	4	-8	-2	-4	0	1.9
COc1cc(C(=O)NC(=S)Nc2ccccc2[N+](=O)[O-])cc(OC)c1OC	0	0	1	6	7	7	9	0	1.3
O=C(O)c1oc2ccccc2c1CSCc1ccccc1	6	1	1	5	1	-3	-1	7	1.4
Cc1noc(C)c1S(=O)(=O)N1CCC(C(=O)N2CCN(c3ccc(Cl)cc3)CC2)CC1	0	0	4	1	0	-1	17	3	-0.3
O=C(Nc1cccc(S(=O)(=O)N2CCCC2)c1)c1cc(-c2ccccn2)nc2ccccc12	-14	-7	-3	3	0	7	1	-6	0.8
CCOc1ccc(-c2nnc(SCC(=O)N(CC)CC)n2N)cc1	-2	-3	1	0	-5	1	-1	4	1.8
COc1ccc(CCNC(=O)CSc2nc(C)cs2)cc1	2	4	1	5	-2	-2	-2	1	1.3
Cc1ccc(N(CCC#N)C(=O)CSc2nnc3ccccn23)cc1	x	-6	x	6	1	1	-9	x	x
CCOC(=O)c1c(C)[nH]c(C(=O)OC(C)C(=O)NC2CCCCC2C)c1C (stereo not drawn)	x	0	x	-7	-14	3	0	x	x
CC(C)N(Cc1ccccc1)S(=O)(=O)c1ccc(Cl)nc1	3	-3	4	1	1	1	-1	-1	0.6
CN(C)c1ccc(-c2ccc([C@H]3[C@@H]4C=CCC[C@@]4(C)C(=O)N3Cc3ccccc3)c(F)c2)cc1	-2	3	2	4	9	6	4	1	0.8

Full records as entered above. Order of values: GSTO1 counter | PAD4 FP inh | TPT1 inhibitor | Bcl-xL primary | MCL1 BIM primary | GLD-1 TGE inh | PME-1 inh | Fam108B inh | MEX-5 binding
Results for O=C(O)CCC(NC(=O)OCc1ccccc1)C(=O)O (stereo not drawn) : -2 | -3 | 0 | 3 | 4 | 3 | 0 | 0 | -3.2
Results for COc1ccc(-c2cc(C(F)(F)F)nc(SCCC(=O)N3CCOCC3)n2)cc1 : 3 | -4 | -3 | -2 | 11 | 8 | -3 | -4 | 0.1
Results for Cc1ccc(N(CCC#N)C(=O)CSc2nnc3ccccn23)cc1 : x | -6 | x | 6 | 1 | 1 | -9 | x | x
Results for O=C(O)c1oc2ccccc2c1CSCc1ccccc1 : 6 | 1 | 1 | 5 | 1 | -3 | -1 | 7 | 1.4
Results for CC1(C)CC2CC(C)(CN2C(=O)c2ccccc2)C1 (stereo not drawn) : 6 | -4 | 2 | 2 | -4 | 7 | -3 | 3 | -0.6
